High-throughput results: PubChem BioAssay, Sanford-Burnham Center for Chemical Genomics
SENP8 block-1: human SENP8 protease inhibitors, primary screen, biochemical, fluorescence, Nedd8 protein substrate, uHTS; recombinant SENP8; inhibition, % at 20 µM; AID 602440, 2012; actives 0.64% (n = 360,000); Sentrin-specific protease 8 (Homo sapiens), Q96LD8; in the data active means inhibition mostly above about 40%, no sharp cut-off; inactive means mostly below about 27%
Target sequence (Q96LD8 whole entry, looked up): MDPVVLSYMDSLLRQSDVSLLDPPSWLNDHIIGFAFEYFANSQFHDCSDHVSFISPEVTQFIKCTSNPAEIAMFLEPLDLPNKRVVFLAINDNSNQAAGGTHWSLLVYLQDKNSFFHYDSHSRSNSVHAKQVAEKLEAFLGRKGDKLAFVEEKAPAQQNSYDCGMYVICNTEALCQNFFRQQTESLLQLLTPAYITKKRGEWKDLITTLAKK
UBC13 polyUb: UBC13 polyubiquitin chain formation inhibitors, primary screen, biochemical, TR-FRET, uHTS; inhibition, % at 20 µM; actives 0.47% (n = 330,000); AID 485273, 2010; in the data active means inhibition above about 45%, passing the limit was not always enough
Target sequence (P61088 whole entry, looked up): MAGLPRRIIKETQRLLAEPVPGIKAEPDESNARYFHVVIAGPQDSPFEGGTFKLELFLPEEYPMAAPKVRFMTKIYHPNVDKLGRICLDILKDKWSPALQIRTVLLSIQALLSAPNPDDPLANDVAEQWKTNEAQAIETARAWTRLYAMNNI
SENP1 FRET inh: human SENP1 catalytic domain inhibitors, primary screen, biochemical, FRET, uHTS. actives 0.21% (n = 360,000). inhibition, % at 10 µM. recombinant SENP1 catalytic domain, CyPet-SUMO1-YPet FRET cleavage;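 active means inhibition at least 30% at 10 µM, raw YFP signal under a set limit, fluorescence ratio 0.5 to 1.5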;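 further: 0% = enzyme with DMSO and 100% = no enzyme wells; some results filed as inactive read as strong as hits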
Target sequence (Q9P0U3 419-644 limits assumed): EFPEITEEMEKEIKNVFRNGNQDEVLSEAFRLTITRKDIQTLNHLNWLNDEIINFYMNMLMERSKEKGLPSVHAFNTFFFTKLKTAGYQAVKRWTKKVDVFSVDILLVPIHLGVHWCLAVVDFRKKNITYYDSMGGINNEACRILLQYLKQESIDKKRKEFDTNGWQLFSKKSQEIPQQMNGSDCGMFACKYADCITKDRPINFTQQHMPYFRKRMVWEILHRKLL
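Material – human SENP1 catalytic domain · Input – SENP1 enzyme, 20 pM final · Compound dosing – single concentration of 10 µM compound, 0.5% DMSO final · Timing – enzyme reaction for 50 min at room temperature, dark · Measured by – FRET fluorescence in CFP and YFP emission channels · Control set – no-enzyme wells low, DMSO-plus-enzyme wells high control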
SENP7 inh: SENP7 protease inhibitors, primary screen, biochemical, luminescence, uHTS | AID 434973, 2010 | recombinant SENP7, Z-RLRGG-aminoluciferin luminescence, 40 min | Sentrin-specific protease 7 (Homo sapiens), Q9BQF6 | inhibition, % at 5 µM | actives 1.5% (n = 330,000);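 active means inhibition above about 50% at the single test dose, limit read from the data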;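 further: plate controls were DMSO with enzyme for no effect and no enzyme buffer wells for full effect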
SENP8 block-2: SENP8 protease inhibitors, primary screen, biochemical, luminescence. Sentrin-specific protease 8 (Homo sapiens), Q96LD8. purified SENP8, Z-RLRGG-aminoluciferin cleavage. inhibition, % at 10 µM. actives 1.2% (n = 330,000). AID 2540, 2010; in the data active means inhibition above about 50%
APOBEC3G inh: APOBEC3G DNA deaminase inhibitors, primary screen, biochemical, fluorescence, single-stranded DNA substrate, uHTS; DNA dC->dU-editing enzyme APOBEC-3G (Homo sapiens), Q9HC16; recombinant A3G, ssDNA deamination FAM/TAMRA fluorescence; inhibition, % at 20 µM; actives 0.28% (n = 330,000); AID 493012, 2011;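 active means inhibition of at least 40% at 20 µM, with no more than 30% in the related APOBEC3A deaminase screen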;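 further: plate controls were DMSO wells with A3G for no effect and wells lacking A3G enzyme for full effect; some compounds called inactive have numbers as strong as hits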
Target sequence (Q9HC16 whole entry, looked up): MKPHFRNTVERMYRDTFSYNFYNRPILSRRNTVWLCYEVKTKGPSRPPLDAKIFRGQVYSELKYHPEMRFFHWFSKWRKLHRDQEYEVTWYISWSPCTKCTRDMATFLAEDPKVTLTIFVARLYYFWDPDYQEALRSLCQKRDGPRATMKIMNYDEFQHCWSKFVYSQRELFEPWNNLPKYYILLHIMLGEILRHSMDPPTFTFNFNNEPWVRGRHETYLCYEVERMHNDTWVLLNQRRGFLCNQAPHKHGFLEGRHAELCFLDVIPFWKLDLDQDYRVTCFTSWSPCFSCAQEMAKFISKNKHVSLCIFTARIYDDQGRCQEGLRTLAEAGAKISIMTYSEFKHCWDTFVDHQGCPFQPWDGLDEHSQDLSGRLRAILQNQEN
Apaf1 inhib: inhibitors of human Apaf-1 apoptosome, primary screen, biochemical, DEVD-Rh110 fluorescence, uHTS. reconstituted apoptosome caspase-3 activity. inhibition, % at 20 µM. actives 0.71% (n = 330,000). AID 489030, 2010; active means inhibition of at least 40% at 20 µM;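 further: plate controls were DMSO wells for no effect and DEVD-CHO caspase inhibitor wells for full effect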
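Assay system – apoptosome proteins · Medium – Hepes buffer, pH 7.5 · Also added – cytochrome c with DEVD-Rh110 · Timing – 30 min compound preincubation, 50 min activation, room temperature · Detection – Rh110 fluorescence, excitation 480 nm, emission 540 nm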
SENP6 block: SENP6 protease inhibitors, primary screen, biochemical, luminescence, uHTS; Sentrin-specific protease 6 (Homo sapiens), Q9GZR1; inhibition, % at 10 µM; Recombinant SENP6 catalytic domain, aminoluciferin luminescence; actives 1.8% (n = 330,000); AID 2599, 2010;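 active means inhibition above about 50% at the single tested dose, limit read from the data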;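 further: plate controls were DMSO wells with enzyme for no effect and DMSO wells lacking enzyme for full effect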
The depositor's hits bear a star; i = inactive; / = no result given.

Each structure is followed by: SENP7 inh	Apaf1 inhib	SENP8 block-2	SENP6 block	UBC13 polyUb	SENP1 FRET inh	SENP8 block-1	APOBEC3G inh
COC(=O)CN1C(=S)N(c2ccccc2)C(=O)C1CC(=O)Nc1ccc(Cl)cc1 (stereo not drawn)
    4	7	-1	19	4	-1	13	-3
COC(=O)[C@@]1(C)[C@H]2C(=O)N(Cc3ccccc3)C(=O)[C@H]2[C@H]2CN=C(SCC(=O)c3ccccc3)N21
    9	5	/	/	/	0	19	-2
CC1Sc2ccc(S(=O)(=O)NCCc3ccc(Cl)cc3)cc2NC1=O (stereo not drawn)
    0	25	-4	21	-8	1	-7	4
O=C(CSc1nccc(=O)[nH]1)c1c[nH]c2ccccc12
    -13	11	-13	-16	-9	-3	20	-1
Cc1cc(C(=O)C(C)Cl)c(C)n1Cc1ccco1 (stereo not drawn)
    -2	2	3	-7	-12	-3	-2	-5
COc1ccc(C(=O)COC(=O)C(CCSC)NC(=O)COc2ccccc2)c(OC)c1 (stereo not drawn)
    -3	21	8	9	0	1	10	-6
CCOC(=O)c1ccc(NC(=O)N2CCN(c3ccccc3OC)CC2)cc1
    5	-4	-4	11	0	1	15	2
Cc1cccc(NC(=O)CSc2ncnc3nc[nH]c23)c1C
    -9	-10	-6	-12	1	0	0	8
CCOc1ccc(C(=O)N2CCN(CC(=O)N3CCCC3)CC2)cc1OCC
    -5	-5	-5	-2	1	-5	3	-4
CCCCC1=CC2=CC(=O)C(C)(OC(=O)CC)C(=O)C2=CN1C(CO)CO (stereo not drawn)
    0	17	7	6	-25	-32	-19	-2
Cn1c(NC(=O)c2ccc3c(c2)OCO3)cc(=O)n(C)c1=O
    1	9	-3	-1	5	1	-33	1
N#CCN(CC#N)C(=O)C1c2ccccc2Oc2ccccc21
    -3	-4	-4	-26	7	-1	3	-3
CCC(=O)NC(c1ccc(Cl)cc1Cl)c1ccc2cccnc2c1O (stereo not drawn)
    0	19	-4	3	-15	1	11	-21
O=C(NCCCn1ccnc1)/C(=C\c1cccnc1)NC(=O)c1ccco1
    6	0	0	-1	6	0	10	-12
COc1ccccc1NC(=O)COC(=O)c1[nH]c(=O)[nH]c(=O)c1N
    2	-10	0	-11	-4	-53	-381	-6
COc1ccccc1NC(=O)COC(=O)CCc1ccc(S(=O)(=O)N2CCOCC2)cc1
    1	3	3	2	15	1	-5	-7
Cc1c(Cl)cccc1NC(=S)N(CCCN1CCOCC1)Cc1cccs1
    5	8	-3	-16	20	5	5	-7
O=C(CSc1nnc(-c2ccc(Cl)cc2)o1)N1CCOCC1
    -8	2	-13	-5	-5	2	2	-4
COc1cccc(OC)c1C(=O)n1nc(C)cc1C
    -8	4	-6	0	-1	1	8	-3
CCc1cc2c(NC(C(=O)O)C(C)C)ncnc2s1 (stereo not drawn)
    6	1	1	-3	4	-5	5	-1
COC(=O)CNC(=O)C1CCC(CNS(=O)(=O)c2cccc3nsnc23)CC1 (stereo not drawn)
    -10	-13	-3	-20	4	3	12	-8
O=[N+]([O-])c1ccc(O)c(C(C#Cc2ccccc2)N2CCOCC2)c1 (stereo not drawn)
    4	-11	4	-2	1	3	23	-6
Cn1c(CCNC(=O)c2ccccc2)nc2cc(NC(=O)C3CCCCC3)ccc21
    -2	-16	3	6	1	-1	11	3
CCOc1ccc(OCCC(=O)OCC(=O)Nc2ccc3c(c2)OCO3)cc1
    1	13	-10	-20	-2	1	-22	-9
O=C(CC12CC3CC(CC(C3)C1)C2)N1CCCOC1
    11	9	-1	-3	3	1	21	5
Cc1cc(Sc2nc(NC(C)C)nc(NC(C)C)n2)nc(Cl)n1
    8	4	3	1	22	2	9	-7
COc1ccc(C(C)=O)cc1CS(=O)(=O)CC(=O)NCCc1c[nH]c2ccccc12
    -2	-1	0	-9	2	-4	3	-8
CC(=O)NS(=O)(=O)c1ccc(NC(=O)C2c3ccccc3Oc3ccccc32)cc1
    8	10	7	1	-10	-1	20	-1
O=C(CN1CCN(c2ccccn2)CC1)NCCc1ccccc1
    -2	-1	-3	-6	-4	2	2	-2
CCN(CC(=O)NCc1ccc(F)cc1)C(=O)CCNS(=O)(=O)c1cccc(C)c1
    -9	16	-11	-1	-9	3	1	-7

Results in SENP8 block-1, for some of the entries so far:
| SMILES | SENP8 block-1 |
| --- | --- |
| O=C(CC12CC3CC(CC(C3)C1)C2)N1CCCOC1 | 21 |
| CC1Sc2ccc(S(=O)(=O)NCCc3ccc(Cl)cc3)cc2NC1=O (stereo not drawn) | -7 |
| O=C(NCCCn1ccnc1)/C(=C\c1cccnc1)NC(=O)c1ccco1 | 10 |
| COc1ccc(C(=O)COC(=O)C(CCSC)NC(=O)COc2ccccc2)c(OC)c1 (stereo not drawn) | 10 |

More results:
Each structure is followed by: SENP7 inh	Apaf1 inhib	SENP8 block-2	SENP6 block	UBC13 polyUb	SENP1 FRET inh	SENP8 block-1	APOBEC3G inh
COc1ccc(CNC(=S)Nc2ccc3nc(N4CCN(C)CC4)cc(C)c3c2)cc1
    8	-6	1	5	1	-7	-398	-2
NS(=O)(=O)c1ccc(CCNC(=O)c2ccc(Cl)s2)cc1
    -2	0	6	-6	3	1	19	-5
COC(=O)C1CCCN1C(=O)C1CCCN1C(=O)CNC(=O)OCc1ccccc1 (stereo not drawn)
    4	-19	2	-18	2	3	3	-7
O=C(CN1C(=O)c2ccccc2S1(=O)=O)NCc1cccnc1
    -11	-4	-8	-16	2	2	-3	-4
CC(=O)c1ccc(NC(=O)c2ccc3c(c2)C(=O)N(c2ccccn2)C3=O)cc1
    3	5	4	2	1	0	15	-2
CSCCC(NC(=O)c1cc([N+](=O)[O-])ccc1Cl)C(=O)O (stereo not drawn)
    0	-5	1	1	2	3	24	-1
COc1ccccc1NC(=O)c1cn(C)c(=O)c2cc(OC)c(OC)cc12
    -10	9	-7	-9	-9	1	42*	-4
Cc1ccc(N(CC(=O)NC2CC2)S(=O)(=O)c2ccccc2)c(C)c1
    -2	10	-4	-8	-8	2	9	-4
CCn1ncc(C2=NOC(C(=O)Nc3cccc(C(C)=O)c3)C2)c1C (stereo not drawn)
    -4	-17	-1	-4	7	0	8	-6
CCOC(=O)Nc1ccc(OCc2nnc3c4ccccc4c(C)nn23)cc1
    -1	-12	-1	-5	-4	0	14	-10
Cn1cc(CNCc2ccc(OC(F)(F)F)cc2)c(-c2ccc3c(c2)OCCO3)n1
    9	3	-1	-32	12	0	24	-2
COc1cc(NC(=O)CN(C)S(=O)(=O)c2ccc(C)cc2)cc(OC)c1
    -10	7	-2	-2	13	2	23	-3
COC(=O)C1=C(C)N(C2CCCC2)C(=O)C1(NC(C)=O)C(F)(F)F (stereo not drawn)
    0	-8	-7	2	-3	2	6	-5
CCOc1cccc(-n2nnnc2-c2ccc(OC)cc2)c1
    8	16	2	-7	-2	1	19	0
O=C(CSc1nc2c(c(C(F)(F)F)n1)CCc1ccccc1-2)NCc1ccco1
    -3	19	1	0	-6	-1	12	-7
NC(=O)C1CCN(C(=O)C2CCC(=O)N(Cc3ccc(Cl)cc3)C2)CC1 (stereo not drawn)
    -5	-20	-6	-15	7	0	-1	-3
Cc1ccc(S(=O)(=O)N(CC(O)CN2CCOCC2)c2cccc([N+](=O)[O-])c2)cc1 (stereo not drawn)
    3	7	4	1	-6	2	12	-2
CCc1ccc(NC(=O)NCCN2CCc3ccccc3C2)cc1
    -2	-7	-4	0	14	-3	45*	-6
COc1ccc(-c2[nH]ncc2/C=N\NC(=O)c2ccc(C(C)(C)C)cc2)cc1OC
    4	-12	9	-12	6	1	-49	-3
COc1cc2c(-c3cc(F)cc(F)c3)c(-c3ccsc3)oc(=O)c2cc1OC
    -5	15	9	6	5	0	-128	-4
Cn1c(-c2ccccc2Br)n[nH]c1=S
    5	-7	5	5	1	-3	3	38
COc1cc(C(=O)NC2CCCc3ccccc32)cc(OC)c1C (stereo not drawn)
    3	29	4	20	12	-1	12	3
Cc1cc(Cl)ccc1OCC(=O)NCC(c1cccs1)N1CCOCC1 (stereo not drawn)
    -11	14	8	-10	1	0	5	-6
O=C(NCCn1ccc2ccccc21)c1ccc(S(=O)(=O)N2CCCCC2)cc1
    -5	13	8	-10	10	-1	-3	-2
Cc1cc(=O)oc2c(CN3CCCCC3)c(O)c(Cl)cc12
    -4	-2	8	-10	7	-142	i	0
Cc1ccc(C)c(Oc2cc(NC(=O)CCCn3nc(C)c([N+](=O)[O-])c3C)cc([N+](=O)[O-])c2)c1
    -5	11	-9	0	7	1	20	-6
O=C(Cn1cc2c(n1)CCCCC2)NCc1ccccn1
    2	-11	3	-17	2	0	1	-10
CC(C)Cc1nnc(NC(=O)CCC(=O)NC2CCCC2)s1
    1	-5	2	5	-2	3	0	0
COc1c(Cl)cc(Cl)cc1C(=O)Nc1ccc(NC(=O)c2cccs2)cc1
    -3	-2	-5	-9	-8	0	-3	-7
Oc1ccc(C2N=C(c3ccccc3)NC(c3ccccc3)=N2)cc1
    6	7	14	16	4	-2	22	-2
COc1ccc(-n2ncc3c(NCc4cccnc4)ncnc32)cc1
    -3	0	-11	7	9	-2	-174	-3
CCc1ccc(S(=O)(=O)Nc2cc3c(cc2C)n(C)c(=O)n3C)cc1
    7	4	-2	-6	-1	3	0	-8
O=C(CN1CCN(c2ccccc2F)CC1)c1ccc(O)cc1O
    -5	-1	-6	-6	6	-3	18	-5
CC(=O)Nc1nnc(SCC(=O)Nc2ccc(N3CCOCC3)c(Cl)c2)s1
    8	3	1	-1	-5	1	26	44
Oc1ccc(N2CCN(C(=S)NCCc3ccccc3)CC2)cc1
    1	4	1	1	-1	2	14	14
O=C(N/N=C\c1cc(Br)ccc1O)c1ccc(S(=O)(=O)N2CCCCC2)cc1
    1	-15	-5	-2	10	45	14	-13
O=C(Nc1nc(-c2ccccn2)cs1)c1cc(Cl)ccc1[N+](=O)[O-]
    4	8	6	3	-36	-2	10	5
COc1nc(NCC(C)C)nc(Oc2ccc(OCc3ccccc3)nn2)n1
    -2	6	-13	-9	-14	-1	14	-3
COc1cc(C(=O)Nc2cccc(-c3cn4cccnc4n3)c2)cc(OC)c1OC
    -12	-5	5	-6	28	0	-407	-5
COC(=O)Cc1ccc(NC(=S)Nc2cccc(C)n2)cc1
    -6	2	-7	-7	8	1	15	-6
c1cnc2c(OCc3cn4cccnc4n3)cccc2c1
    9	-8	5	-3	1	-1	-298	-1
CCOC(=O)c1sc(NC(=O)Nc2ccccc2Cl)cc1C
    99*	8	95*	95*	-21	-2	-41	-9
COc1ccc(-c2cc(=O)oc3cc(OCC(=O)N(C)C4CCS(=O)(=O)C4)ccc23)cc1 (stereo not drawn)
    -12	-2	-5	-8	-2	-1	-53	-1
CC(C)(C)C(=O)Nc1ccc(C(=O)COC(=O)C2CC2)cc1
    -3	3	10	-13	4	4	-2	-2
